Dyrk1A ADPGlo = Dyrk1A (rat) kinase inhibition. Q63470. ADP-Glo luminescence, NFATc1 peptide. inhibition, % at 12.5 µM. 310,000 tested, 0.43% active. AID 504441; in the data active = inhibition above about 50%;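 note: plate controls were vehicle with enzyme for no effect and no enzyme for full effect; many of its hits are not listed in these tables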
KCNQ1 pot = potentiates or activates the human KCNQ1 potassium channel; P51787; CHO-K1 KCNQ1, thallium flux FluxOR fluorescence; active compounds read high; B-score at 10 µM; 310,000 tested, 0.35% active;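 active = fluorescence ratio B-score, a plate-corrected score, at least three library SD, with initial intensity B-score within 5 SD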
Target sequence (P51787 whole entry, looked up): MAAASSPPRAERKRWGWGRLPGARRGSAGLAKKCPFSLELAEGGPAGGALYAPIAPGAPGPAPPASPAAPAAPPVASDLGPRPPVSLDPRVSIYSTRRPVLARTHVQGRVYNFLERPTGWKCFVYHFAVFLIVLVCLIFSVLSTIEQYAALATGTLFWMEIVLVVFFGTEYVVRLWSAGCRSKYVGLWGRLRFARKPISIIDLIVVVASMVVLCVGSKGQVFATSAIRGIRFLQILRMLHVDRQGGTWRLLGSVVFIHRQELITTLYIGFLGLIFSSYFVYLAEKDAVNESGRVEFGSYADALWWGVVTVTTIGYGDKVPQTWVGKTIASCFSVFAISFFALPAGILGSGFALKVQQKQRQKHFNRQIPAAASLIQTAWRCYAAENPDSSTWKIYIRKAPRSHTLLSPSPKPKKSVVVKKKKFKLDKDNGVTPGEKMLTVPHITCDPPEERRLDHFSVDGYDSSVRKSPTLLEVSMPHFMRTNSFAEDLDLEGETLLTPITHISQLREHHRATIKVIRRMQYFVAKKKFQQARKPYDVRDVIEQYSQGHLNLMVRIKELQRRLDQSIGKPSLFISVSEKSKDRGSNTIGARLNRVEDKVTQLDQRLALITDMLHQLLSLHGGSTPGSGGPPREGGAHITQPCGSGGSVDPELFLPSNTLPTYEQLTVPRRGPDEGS
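Medium – assay buffer, equal DMSO in all wells · Material – CHO-K1 cell line with stable KCNQ1 potassium channel expression · Signal – kinetic FluxOR thallium fluorescence, 10-s 1-Hz baseline, 110-s post-stimulus read · Compound – single concentration per compound, DMSO matched to controls · Schedule – 37 °C overnight plating, 90-min dark dye load, 20-min compound pretreatment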
KCNK3 block = human KCNK3 channel inhibition, primary screen; CHO-KCNK3 thallium flux, FluxOR fluorescence; active compounds read low; B-score at 10 µM; 340,000 tested, 0.84% active; AID 602410;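 active = B-score under library mean minus 4 SD, starting fluorescence ratio at most library mean plus 5 SD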;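 note: more negative B-score means stronger inhibition of thallium flux through KCNK3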
TMEM16A act = mouse TMEM16A channel activation, primary screen; HEK293 TMEM16A/YFP-H148Q/I152L, iodide quench fluorescence; active compounds read low; 340,000 tested, 0.3% active; B-score at 10 µM; Q8BHY3;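 active = fluorescence-ratio B-score plate-corrected deviation score at least 3 library SD below zero, with starting fluorescence score within 5 deviations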;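 note: channel opened by trigger with iodide after compound preincubation; score built on the fluorescence ratio of max minus min over baseline; more negative score means more quench and so TMEM16A activation or potentiation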
KCNK9 block = inhibitors of human KCNK9 two-pore domain potassium channel; Q9NPC2; B-score at 10 µM; HEK293 KCNK9, FluxOR thallium flux fluorescence; active compounds read low; 310,000 tested, 1.2% active;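 active = ratio B-score over 3 SD below the library mean, with starting fluorescence within 5 SD of its mean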;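 note: negative B-score means less thallium flux so channel inhibition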
TRPC4 potent = TRPC4 (mouse) allosteric potentiation | Q9QUQ5 | HEK293 TRPC4beta/mu-opioid, DAMGO EC20, Fluo-4 Ca2+ flux; active compounds read high | B-score at 10 µM | 310,000 tested, 0.42% active | AID 2227;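 active = B-score of calcium response area above 5 SD of library B-scores, with initial fluorescence ratio within 5 SD of library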;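 note: B-score of integrated fluorescence ratio over time as area under calcium response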
TRPC4 agonist = TRPC4 (mouse) channel activation; Q9QUQ5; HEK293 TRPC4beta/mu-opioid, Fluo4 calcium fluorescence; active compounds read high; B-score at 10 µM; 310,000 tested, 0.49% active; AID 2237;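 active = B-score above 5 SD of library B-scores, and initial fluorescence ratio not above library mean plus 5 SD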;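 note: positive B-score marks a calcium rise read as TRPC4 activation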
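Material: HEK293 stable line with TRPC4beta plus mu-opioid receptor; technique: Fluo4 calcium-sensitive dye fluorescence, kinetic, 1 Hz baseline; timing: Fluo4 dye loading 45 min at room temperature, 110 s recording; controls: assay buffer as low control, maximal DAMGO as high control; read-out: integrated baseline-normalised fluorescence ratio, converted to per-well B score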
KCNQ1 block = blocks the human KCNQ1 potassium channel; CHO-K1 KCNQ1, FluxOR thallium flux fluorescence; active compounds read high; B-score at 10 µM; 310,000 tested, 1.3% active;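 active = compounds whose thallium flux B-score, printed positive for inhibition, exceeds three library SD while starting fluorescence stays within three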;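 note: channel opened by potassium depolarization with thallium stimulus after 20 min compound exposure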
TMEM16A inh = blocks the mouse calcium-activated chloride channel TMEM16A. Q8BHY3. 310,000 tested, 1.2% active. normalized B-score (activity score, 25-100; higher = stronger inhibition) at 10 µM. HEK293 TMEM16A/YFP iodide influx fluorescence, ionomycin;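 active = ratio plate-corrected score three or more library SD toward inhibition, starting fluorescence score within five deviations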;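 note: score derived from kinetic fluorescence span divided by baseline fluorescence per well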
hERG rescue = compounds protecting human hERG from proarrhythmic drug block | Q12809 | CHO-hERG, FluxOR thallium flux, dofetilide IC70 present | 310,000 tested, 0.51% active | activation (rescue from dofetilide block), less the hit threshold, % at 10 µM;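 active = activation above the mean of controls blocked by dofetilide plus 5 SD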;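 note: thallium influx through hERG after potassium depolarization seen as dye fluorescence rise; in these data hits start at about 4.7%; inactives centre near -7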
HDAC3 inhib = human HDAC3 inhibition; O15379; recombinant HDAC3, fluorogenic peptide/trypsin coupled, fluorescence; inhibition, % at 8.3 µM; 320,000 tested, 0.15% active; AID 2718; in the data active = inhibition above about 26%, passing the limit was not always enough; inconclusive = no clear call, values can overlap the other calls
Active calls of the source: *; i = inactive; ? = inconclusive; . = not tested or not shown.

1: O=C(Cc1c[nH]c2ccccc12)N/N=C/c1ccccc1O
2: O=C(Nc1ccccc1)N1CCN(c2nc(-c3ccccc3)ns2)CC1
3: CC(C)C(=O)Nc1nc2c(ncn2C2CC(O)C(CO)O2)c(=O)[nH]1 (stereo not given)
4: CN(c1ccccc1)S(=O)(=O)c1ccc(C(=O)NCC2CCCO2)cc1 (stereo not given)
5: COc1ccccc1N=Nc1nc(-c2ccccc2)c(-c2ccccc2)[nH]1
6: C/C(=N\NC(=S)Nc1cccc(C)c1)c1cccc(N)c1
7: NC(=S)N/N=C/c1coc2ccc(Cl)cc2c1=O
8: Cn1c(=O)oc2cc(S(=O)(=O)N3CCC(N4CCCCC4)CC3)ccc21
Compound	1	2	3	4	5	6	7	8
Dyrk1A ADPGlo	-3.4	1.8	5.1	-0.8	.	5.8	8.0	-3.5
KCNQ1 pot	i	i	i	i	i	i	i	.
KCNK3 block	i	i	i	i	i	i	i	i
TMEM16A act	i	i	i	i	i	i	i	i
KCNK9 block	i	i	i	i	i	i	i	.
TRPC4 potent	i	i	i	i	i	i	i	.
TRPC4 agonist	i	i	i	i	i	i	i	.
KCNQ1 block	i	i	i	i	i	i	i	.
TMEM16A inh	i	i	i	i	i	i	i	i
hERG rescue	-13.6	-17.4	-10.3	-4.5	-27.7	-3.8	-15.8	.
HDAC3 inhib	.	5.5	2.6	4.3	6.4	0.8	-1.9	0.2

Profiles, quoted from the list. Order of values: Dyrk1A ADPGlo | KCNQ1 pot | KCNK3 block | TMEM16A act | KCNK9 block | TRPC4 potent | TRPC4 agonist | KCNQ1 block | TMEM16A inh | hERG rescue | HDAC3 inhib
Shown for COc1ccccc1N=Nc1nc(-c2ccccc2)c(-c2ccccc2)[nH]1 = . | i | i | i | i | i | i | i | i | -27.7 | 6.4
Shown for O=C(Nc1ccccc1)N1CCN(c2nc(-c3ccccc3)ns2)CC1 = 1.8 | i | i | i | i | i | i | i | i | -17.4 | 5.5
Shown for CC(C)C(=O)Nc1nc2c(ncn2C2CC(O)C(CO)O2)c(=O)[nH]1 (stereo not given) = 5.1 | i | i | i | i | i | i | i | i | -10.3 | 2.6

Carrying on.
9: CCOC(=O)C1C(C(=O)OCC)C1(c1ccccc1)c1ccccc1 (stereo not given)
10: Cc1nc2ccccc2nc1OCC(=O)N1CCN(c2ccccc2)CC1
11: Cc1ccc(C(=O)Nc2ccccc2C(=O)N2CCOCC2)cc1[N+](=O)[O-]
12: CCC(NC(=O)Nc1ncccc1C)(C(F)(F)F)C(F)(F)F
13: Cc1cc(C(=O)COc2ccc([N+](=O)[O-])cc2)c(C)n1C1CC1
14: COc1ccccc1CNC(=O)[C@@H]1CCCN1C(=O)[C@@H]1Cc2ccccc2CN1C(=O)OC(C)(C)C
15: C[C@@H]1NC(=O)[C@H](CCC(=O)O)NC(=O)c2cc([N+](=O)[O-])cc(F)c2NCCC[C@@H](C(N)=O)NC1=O
16: O=C(COc1ccc(Cl)cc1Cl)NNC(=O)c1cccnc1
Compound	9	10	11	12	13	14	15	16
Dyrk1A ADPGlo	1.0	12.9	-5.3	-3.2	2.1	-0.8	4.4	-4.0
KCNQ1 pot	i	i	i	i	i	i	i	i
KCNK3 block	i	i	i	i	i	i	i	i
TMEM16A act	i	i	i	i	i	i	i	i
KCNK9 block	i	i	i	i	i	i	i	i
TRPC4 potent	i	i	i	i	i	i	i	i
TRPC4 agonist	i	i	i	i	i	i	i	i
KCNQ1 block	i	i	i	i	i	i	i	i
TMEM16A inh	i	i	i	i	i	i	i	i
hERG rescue	-6.7	-3.5	-5.1	-4.4	-12.1	-8.0	-1.7	-3.7
HDAC3 inhib	4.3	0.8	3.7	0.9	-1.0	-1.9	-1.8	-2.7

17: CN(C)c1nc(N)nc(CSc2nnnn2-c2ccc(C(=O)O)cc2)n1
18: COCCOc1ccc(C(F)(F)F)cc1NC(=O)c1ccc(C(F)(F)F)cc1
19: CCc1cccc(CC)c1NC(=O)/C(C#N)=C/c1ccccc1C(F)(F)F
20: O=C(CSc1ccccn1)Nc1nncs1
21: Fc1ccc(-c2nc3n(n2)Cc2ccccc2-3)cc1
22: Cc1occc1C(=O)Nc1cccc([N+](=O)[O-])c1
23: CCC(C(=O)N1CCN(c2ncccn2)CC1)c1ccccc1 (stereo not given)
24: N#Cc1cc([N+](=O)[O-])ccc1NC(=O)COC(=O)C12CC3CC(CC(C3)C1)C2
Compound	17	18	19	20	21	22	23	24
Dyrk1A ADPGlo	4.6	4.4	-0.5	-5.3	8.3	1.7	-1.9	.
KCNQ1 pot	i	i	i	i	i	i	i	i
KCNK3 block	i	i	i	i	i	i	i	.
TMEM16A act	i	i	i	i	i	i	i	.
KCNK9 block	i	i	i	i	i	i	i	i
TRPC4 potent	i	i	i	i	i	i	i	i
TRPC4 agonist	i	i	i	i	i	i	i	i
KCNQ1 block	i	i	i	i	i	i	i	i
TMEM16A inh	i	i	i	i	i	i	i	i
hERG rescue	-15.1	-9.8	-12.3	-13.4	-4.8	8.6*	-0.2	-10.9
HDAC3 inhib	-1.9	10.5	3.7	1.4	-5.2	-3.4	?	-2.5

Three of these compounds, set out differently.
Every second line gives: Dyrk1A ADPGlo	KCNQ1 pot	KCNK3 block	TMEM16A act	KCNK9 block	TRPC4 potent	TRPC4 agonist	KCNQ1 block	TMEM16A inh	hERG rescue	HDAC3 inhib
#18 COCCOc1ccc(C(F)(F)F)cc1NC(=O)c1ccc(C(F)(F)F)cc1
 : 4.4	i	i	i	i	i	i	i	i	-9.8	10.5
#19 CCc1cccc(CC)c1NC(=O)/C(C#N)=C/c1ccccc1C(F)(F)F
 : -0.5	i	i	i	i	i	i	i	i	-12.3	3.7
#20 O=C(CSc1ccccn1)Nc1nncs1
 : -5.3	i	i	i	i	i	i	i	i	-13.4	1.4

This is a subset; the hit share may differ from the screen's.
